MPTP block: inhibitors of mitochondrial permeability transition pore | inhibition, % at 10 µM | hit rate 1.4% among 360,000 | isolated mouse mitochondria, Ca2+ swelling absorbance, 30 min;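 active = inhibition of 50% or more, scaled per plate between neutral and stimulator controls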;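 note: 0% = DMSO wells given calcium and 100% = 1 mM EGTA wells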
GRIN3A LBD mod: modulates the human NR3A ligand-binding domain; hit rate 2.5% among 340,000; AID 1259313; NR3A LBD differential scanning fluorimetry, Tm shift; 0% = protein alone, 100% = glycine-bound protein; Tm shift relative to glycine control, % at 25 µM;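 active = melting temperature shift of at least 10% of the positive control shift, at one fixed dose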
Numbers without * were called inactive.

Order of values: MPTP block, GRIN3A LBD mod
CN(C)c1ccc(/C=C2\CCC/C(=C\c3ccccc3)C2=O)cc1
 : 3.1, 1
CN(Cc1ccccc1)C(=O)c1cccc(NC(=O)Cc2ccc(NC(=O)C3CCN(S(=O)(=O)c4cccc([N+](=O)[O-])c4)CC3)cc2)c1
 : -0.9, 7
O=C1CC(NNc2ccccc2)C(=O)N1c1ccc(N2CCCCC2)cc1 (stereo unspecified)
 : 2.2, -3
CCOC(=O)c1c(NC(=O)COC(=O)Cn2cnc3ccccc32)sc2c1CCC(C)C2 (stereo unspecified)
 : -1.3, -8
CC(C)C(OC(=O)C1=Cc2ccccc2OC1)C(=O)NCC1CCCO1 (stereo unspecified)
 : 1.2, 1
OCC1OC(n2cnc3c(SCc4ccccc4)nc(F)nc32)C(O)C1O (stereo unspecified)
 : -0.5, -2
CCCCN1CC(COCc2ccccc2)Oc2cccc(F)c2S1(=O)=O (stereo unspecified)
 : -0.8, 14*
Cc1ccc(S(=O)(=O)N2CCOCC2)cc1C(=O)Nc1cc(S(=O)(=O)N2CCCCC2)ccc1O
 : 0.8, 1
Nc1c(Br)cc(Br)c2c1C(=O)c1c(cccc1S(=O)(=O)O)C2=O
 : 2.5, -2
CSc1nnnc2ccccc12
 : 0.8, 0
O=C1NC(c2ccccc2)=C(c2ccccc2)C1=O
 : -1.0, -2
COc1ccc(CC2(CO)CCN(Cc3cnn(C)c3)CC2)cc1
 : -1.8, 1
OCC1(CO)CC2(C1)CC(CO)(CO)C2
 : 1.9, 4
CC(=O)C1=C(O)C(=O)N(CCN(C)C)C1c1ccc(Cl)cc1 (stereo unspecified)
 : 1.5, 1
CCC(=O)NC(c1ccc(C)cc1)c1cc([N+](=O)[O-])c2cccnc2c1O (stereo unspecified)
 : 2.4, -5

7 structures from above, ordered by length of the SMILES, smallest number first.
Order of values: MPTP block, GRIN3A LBD mod
CSc1nnnc2ccccc12
 : 0.8, 0
O=C1NC(c2ccccc2)=C(c2ccccc2)C1=O
 : -1.0, -2
COc1ccc(CC2(CO)CCN(Cc3cnn(C)c3)CC2)cc1
 : -1.8, 1
CCCCN1CC(COCc2ccccc2)Oc2cccc(F)c2S1(=O)=O (stereo unspecified)
 : -0.8, 14*
OCC1OC(n2cnc3c(SCc4ccccc4)nc(F)nc32)C(O)C1O (stereo unspecified)
 : -0.5, -2
Cc1ccc(S(=O)(=O)N2CCOCC2)cc1C(=O)Nc1cc(S(=O)(=O)N2CCCCC2)ccc1O
 : 0.8, 1
CN(Cc1ccccc1)C(=O)c1cccc(NC(=O)Cc2ccc(NC(=O)C3CCN(S(=O)(=O)c4cccc([N+](=O)[O-])c4)CC3)cc2)c1
 : -0.9, 7

Additional entries follow:
Order of values: MPTP block, GRIN3A LBD mod
Fc1ccc(-c2ccc3c(c2)C2CC3CCN2)cc1 (stereo unspecified)
 : 0.6, 0
CCCCSc1n[nH]c(=S)c2nc[nH]c12
 : -1.0, -12
CCOC(=O)C1CCCN(C(=O)C2COc3ccccc3O2)C1 (stereo unspecified)
 : -0.5, 2
Cc1cc2nc(-c3ccc(=O)[nH]c3)n(C)c2cc1C
 : 3.4, -1
Cc1ccc(NS(=O)(=O)c2ccccc2)c(NS(=O)(=O)c2ccccc2)c1
 : 3.5, -4
C=CCn1c(SCC(=O)c2[nH]c(C)c(C(=O)OCC)c2C)nc2scc(-c3ccc(OC)cc3)c2c1=O
 : 1.9, 2
O=C(O)CCCC(=O)Nc1ccccc1SCCS(=O)(=O)c1ccc(Cl)cc1
 : 0.4, 0
CCC(C)NC(=O)C1(N2C(=O)c3ccccc3C2=O)CCCC1 (stereo unspecified)
 : 0.0, -1
CCC(C(=O)NC1CCCC1)n1c2ccccc2c2nc(=O)cc(C)n21 (stereo unspecified)
 : -1.3, 0
O=C1C=CC(=Nc2cccc3c2C(=O)c2ccccc2-3)O1
 : -1.6, -1
COC(=O)c1cc(C)c(C)cc1NC1OC(CO)C(O)C1O (stereo unspecified)
 : 1.2, 1
c1ccc2c(c1)CCOC2CNCCCN1CCCCC1 (stereo unspecified)
 : -1.2, -1
Cc1ccccc1Cn1c2ccccc2c2cnn(CC(=O)N3CCN(c4ccccc4)CC3)c(=O)c21
 : 1.3, 2
O=C1NC[C@H](Cc2ccccc2)N(C[C@H]2CCCN2C[C@H](Cc2ccc(O)cc2)N2C[C@H](Cc3ccc(O)cc3)N(CC3CCCCCC3)C(=O)C2=O)C1=O
 : -1.2, -3
COc1ccc(C(C#N)=Cc2ccc(NC(C)=O)cc2)cc1
 : -0.2, 8

Reformatted: entries from further up.
molecule	MPTP block	GRIN3A LBD mod
Fc1ccc(-c2ccc3c(c2)C2CC3CCN2)cc1 (stereo unspecified)	0.6	0
CCCCSc1n[nH]c(=S)c2nc[nH]c12	-1.0	-12
CCOC(=O)C1CCCN(C(=O)C2COc3ccccc3O2)C1 (stereo unspecified)	-0.5	2

Continuation:
Order of values: MPTP block, GRIN3A LBD mod
Cc1cccc(NS(=O)(=O)c2cccc(C(=O)NCC(c3ccc(F)cc3)N3CCOCC3)c2)c1 (stereo unspecified)
 : 1.4, -5
Cc1cccc(Nc2nc3c(s2)CCCC3)c1
 : 11, -16
Cc1ccc(CCNc2ncnc(Cl)c2N)cc1
 : 101*, 8
COc1cc(C2c3cc4c(cc3OC(NNC(N)=S)C2C)OCO4)cc(OC)c1OC (stereo unspecified)
 : 1.1, 0
Cc1cc(C)cc(N=Cc2[nH]c3ccc(Br)c(Cl)c3c2O)c1
 : -0.4, 18*
Cn1ncc2c(=O)[nH]nnc21
 : 0.1, 1
CCn1cc(C(=O)N2CCN(c3ccccn3)CC2)c2cc(OC)c(OC)cc2c1=O
 : 0.4, 1
CCN1C[C@@H]2[C@@H]3C(=O)N(Cc4ccccc4)C(=O)[C@@H]3[C@](C)(C1=O)N2C(=O)c1ccccc1
 : -2.3, 1
O=[N+]([O-])c1ccc(C=NNc2ccc(S(=O)(=O)O)cc2)cc1
 : -2.2, -19
Nc1nc(=S)c2ncn(C3CCCCC3)c2[nH]1
 : -1.1, -6
Cc1ccc(S(=O)(=O)C(c2ccccc2)c2c(C)noc2C)cc1 (stereo unspecified)
 : -1.6, 0
CCOC(=O)c1cnc(-n2nc(C)cc2C)nc1NNc1cc(C)nc(-c2ccccc2)n1
 : 2.3, -7
CCCn1c(/C=N/Nc2nc3ccccc3[nH]2)nc2ccccc21
 : 90*, -9
CCOC(=O)c1nn(C)c(=S)n(C)c1=O
 : -2.5, 0
O=C(CCS(=O)(=O)c1cc(Br)cc2c1N(C(=O)C1CC1)CC2)NCc1ccco1
 : -3.4, -2
CCCCOP(=O)(OCCCC)C(Nc1ccccc1)c1ccc2c(c1)OCO2 (stereo unspecified)
 : 0.0, 14*
CCN(CC)CCn1c2ccccc2c(=O)c2c(O)ccc(O)c21
 : 0.4, -2
N=c1oc2ccc3ccccc3c2cc1-c1nc(-c2ccccc2)cs1
 : 4.6, -5
Cc1nc2c(nc1C)C(=O)c1ccccc1C2=O
 : 2.6, 0
COC(=O)c1ccc(NCc2cc(O)ccc2O)cc1O
 : -0.7, 1
Fc1ccc(C(c2nnnn2C2CCCC2)N2CCN(Cc3ccccc3)CC2)cc1 (stereo unspecified)
 : -0.9, 3
O=C(CC1Sc2ccccc2NC1=O)NNc1ccc(Cl)cc1Cl (stereo unspecified)
 : 1.6, -13
CC(=O)NC12CC3CC(C1)CC(C(=O)Nc1cccc(S(=O)(=O)N4CCCCCC4)c1)(C3)C2
 : -1.1, 0
O=c1ccsc2ccccc12
 : -2.8, 1
Cc1cc(C2=NNC(=NC3CC3)SC2)c(C)n1-c1ccccc1
 : 1.4, 0
COc1ccccc1CNC(=O)COC(=O)Cc1ccsc1
 : 1.0, -1
Cc1ccc(CNC(=O)Nc2ccc(F)cc2)n1C
 : -0.1, -2
CCn1c(=S)[nH]c2c(=O)n(C)c(=O)n(C)c21
 : 0.5, -3
CCOC(=O)C1(CCOc2ccccc2)CCN(Cc2ccc(OC)cc2)CC1
 : 87*, 0
COc1ccc(C(=O)Nc2ccc(C)c(S(=O)(=O)N3CCOCC3)c2)cc1S(=O)(=O)N1CCCC1
 : -1.2, 2
O=C1C(Cl)=C(NCc2ccco2)C(=O)c2ccccc21
 : -1.0, 5
Cn1c(O)c(N=NC(=O)Cc2c[nH]c3ccccc23)c2ccccc21
 : 0.6, 0
COC(=O)C1CN(Cc2ccccc2)C(=O)C1=O (stereo unspecified)
 : -0.3, 1
Cc1ccc2c(Cl)cc(Cl)c(O)c2n1
 : -1.1, 0
CCC1(CC)C(=O)NC(=S)N=C1N
 : -0.7, 0
CCN(CC)C(=O)Cn1cc([N+](=O)[O-])cc1[N+](=O)[O-]
 : -1.7, -1
Cn1c(=O)c2c(nc(CCC3CCCC3)n2C)n(C)c1=O
 : -1.3, 1
Cc1c(NC(=O)C(CC(=O)O)NCc2ccco2)c(=O)n(-c2ccccc2)n1C (stereo unspecified)
 : -6.0, 1
O=C(CSc1nc(-c2ccc(F)cc2)nc2c1Cc1ccccc1O2)Nc1ccc(C(=O)O)cc1
 : 0.4, 33*
CC1CCCCC1NC(=O)COc1ncnc2sccc12 (stereo unspecified)
 : 1.2, 0
CC(C)CCOc1ccc(/C=C2\CCn3c2nc2cc(C(=O)O)ccc2c3=O)cc1
 : 31, -3
O=[N+]([O-])c1c(O)c(Cl)cc(Cl)c1Cl (tested in a mixture with another compound)
 : 78*, -4
NC(N)=Nc1ccc(N=C(N)N)cc1
 : -0.7, 1
C=CCOc1ccc2c(c1)CCC1C2CCC2(C)C(O)C(O)CC12 (stereo unspecified)
 : 0.3, -7
CCOc1ccc(NC(=S)NCCCN2CCN(C3CCCCC3)CC2)cc1
 : 1.9, -9
O=C(Nc1ccn(CCCNCc2ccccn2)c(=O)n1)OCc1ccccc1
 : 0.0, 2
CN(C(=O)c1ccc(NC(=O)Cc2cccc(NC(=O)C3CCCN(C(=O)C4CCC4)C3)c2)cc1)C1CC1 (stereo unspecified)
 : -0.1, -1
Nc1nonc1-n1nnc(C(=O)N/N=C/c2cc(Br)ccc2O)c1CSC1=NCCS1
 : 3.0, 12*
CC(C1=C(CCN(C)C)Cc2ccccc21)c1ccccn1 (stereo unspecified)
 : -2.4, -1
CCOC(=O)c1c(NC(C)=O)sc2c(O)c(Br)cc(Br)c12
 : 1.1, -18
O=C(O)c1ccccc1C=NN1CCCCCC1
 : -0.7, 0
C[C@@H]1ON(C)[C@H]2C[C@H]3c4cc(N5CCOCC5)ccc4CCN3C(=O)[C@@H]12
 : 0.8, -3
CCc1nnc(NC(=O)COc2ccc(N(C)S(=O)(=O)c3ccc(C)cc3)cc2)s1
 : -0.8, 4
COc1ccc(NC(=O)c2ccc(Cl)cc2)c[n+]1[O-]
 : -0.3, -2
COc1ccc(C(c2nnnn2C2CCCC2)N2CCC(C(N)=O)CC2)c(OC)c1 (stereo unspecified)
 : 1.0, 14*
S=C(Nc1ccccc1)N1CCN(c2ccccc2)CC1
 : -1.3, -2
O=[N+]([O-])c1ccccc1S(=O)(=O)N1CCCCC1
 : -0.3, -1
O=C(CNC(=O)c1ccccc1)OCN1C(=O)c2ccccc2C1=O
 : -1.2, 0
O=C(OCC(O)C(O)C(O)COC(=O)c1ccccc1)c1ccccc1 (stereo unspecified)
 : 2.0, 0
COc1cccc(/C=N/NC(=S)NCCc2ccccc2)c1OC
 : 2.5, -2

Other compounds follow.
Order of values: MPTP block, GRIN3A LBD mod
COc1cc(O)c(C(=O)CC(=O)c2ccncc2)c(OC)c1
 : -1.4, 0
O=C1c2ccccc2C(=O)N1C1(C(=O)NC2(C(=O)O)CCCC2)CCCC1
 : -1.2, -1
Cc1c[n+](C)ccc1CC1C([N+](=O)[O-])=C[N-]c2ncnn21 (stereo unspecified)
 : 1.1, 1
CCOC(=O)COc1ccc2c(C#N)c3ccccn3c2c1
 : -1.9, -1
c1ccc2n[nH]nc2c1
 : -1.6, -2
Cc1ccc(S(=O)(=O)Nc2ccc3ccccc3c2)cc1
 : 0.8, -5
Cc1sc(NC(=S)Nc2ccc(F)cc2)c(C(N)=O)c1C
 : 0.8, 3
Cc1cc(NC(=O)COC(=O)[C@H](Cc2ccccc2)NC(=O)c2ccco2)no1
 : -1.4, -3
O=C(O)c1cccc2c1C(=O)N(c1ccc3c(c1)Cc1ccccc1-3)C2=O
 : -0.1, 2
CN1CCS/C1=C\C=C1/SC(=S)N(CC(=O)O)C1=O
 : -0.1, 0
O=C1c2cc(Cl)ccc2-c2c(O)cc(Cl)cc21
 : 99*, 14*
O=C1c2ccccc2C(=O)c2c1cccc2N1CCCC1
 : 8.1, 1
Cc1ccc(N=C2NC(=O)/C(=C/C=C/c3ccco3)S2)cc1
 : 2.7, 2
Cc1ccc(S(=O)(=O)Oc2ccccc2)cc1
 : -0.3, 1
O=C(CSC1CC(=O)N(CC(c2ccccc2)c2ccccc2)C1=O)Nc1ccc(Cl)cc1 (stereo unspecified)
 : 75*, 9
CCOc1ccc2nc(N3C(=O)/C(=C/c4ccc(Cl)cc4)NC3=S)sc2c1
 : 92*, -1
Cc1c(N)cccc1Cl
 : 0.0, 0
CN(C(=O)c1cccc(COc2ccc(Cl)cc2Cl)c1)c1ccccc1
 : 1.4, 1
CCOc1ccc(NC(=O)CN(C)C(=O)C2CCN(C(=O)Nc3ccccc3)CC2)cc1OCC
 : 1.1, -4
N#CC1=C(N)Oc2cc(N)ccc2C1c1ccccc1 (stereo unspecified)
 : -0.1, -2
Cc1cccc(NC(=O)NCC2CC2)c1
 : -2.0, 0
CCN(C(=O)CSc1nnc(-c2ccccc2OC)n1N)c1c(N)n(Cc2ccccc2)c(=O)[nH]c1=O
 : -0.5, -1
COC(=O)CN(c1nc(C)cc(OC)n1)S(=O)(=O)c1ccccc1
 : -2.5, -2
CC(C)NC(=O)N1CCOCCOCCN(C(=O)NC(C)C)CCOCCOCC1
 : -1.3, -1
CCN1C[C@@H]2[C@@H]3C(=O)N(Cc4ccccc4)C(=O)[C@@H]3[C@](CC)(C(=O)OC)N2C1=NCc1ccccc1
 : -2.0, 2
Cc1c(Cc2ccccc2)sc(/N=C/c2ccc3ccccc3c2)c1C(N)=O
 : 7.4, 0
Cc1ccc(NC(=O)CC2Oc3ccc(C)cc3NC2=O)cc1 (stereo unspecified)
 : -0.5, 0
C(=Cc1c[nH]c2ccccc12)c1ccc2ccccc2n1
 : 2.3, 22*

Compound activity: PubChem, Sanford-Burnham Center for Chemical Genomics

The list is partial; the hit share may differ from the screen's.
